# Screens from PubChem.
# CCHF vOTU inh: CCHFV vOTU protease inhibition; inhibition, % at 11.5 µM; 370,000 compounds, 0.55% hits; AID 651958; Pep-AMC fluorescence; in the data active = inhibition above about 30%; note: 0% = vehicle wells with enzyme and 100% = no enzyme wells
# DUSP3 inh: DUSP3 (human) phosphatase inhibition. P51452. recombinant VHR phosphatase, pNPP absorbance. 290,000 compounds, 0.52% hits. inhibition, % at 13.3 µM; in the data active = inhibition above about 50%; note: some compounds called inactive have numbers as strong as hits
# BoNT A protease: inhibitors of Botulinum neurotoxin A light chain protease; inhibition, % at 10 µM; multiplex microsphere protease substrate cleavage, flow cytometry; 360,000 compounds, 0.17% hits; note: plate controls were buffer without enzyme for full effect and enzyme alone for no effect
# 3CLpro inhibitor: SARS-CoV 3CLpro protease inhibition; P0C6X7; recombinant SARS-CoV 3CLpro, quenched FRET peptide cleavage; inhibition, % at 6 µM; 290,000 compounds, 0.14% hits; in the data active = inhibition above about 12%
# Vc quorum ag: induces V. cholerae light production without autoinducers; AID 588436; 350,000 compounds, 0.16% hits; activation, % at 18.7 µM; V. cholerae BH1578 lux reporter, luminescence, 6 h; in the data active = activation mostly above about 9.7%, no sharp cut-off; inconclusive = no clear call, values can overlap the other calls; inactive = mostly below about 3.7%; note: not every result past the cut was called active; inactives centre near 0; reference of the scale not given here
# PfHsp40 rescue: compounds rescuing yeast from Plasmodium falciparum HSP40 toxicity; S. cerevisiae expressing PfHsp40, growth rescue, ATP luminescence; growth rescue, % at 12.5 µM; 340,000 compounds, 0.68% hits; in the data active = growth rescue above about 28%, passing the limit was not always enough; inconclusive = no clear call, values can overlap the other calls;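 note: yeast W303a lacking pdr1 and pdr3 grown in galactose medium; growth measured after three days at 30 °C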
# Y pestis TopoI: Y. pestis Topo-I inhibition via cleavage products; Y. pestis Topo-I cleavage product accumulation, plate reader; activity, % at 10 µM; 360,000 compounds, 0.064% hits; AID 504884; in the data active = activity above about 50%, passing the limit was not always enough; inconclusive = no clear call, values can overlap the other calls; note: inactives centre near 2
# TcdB GH inh: blocks C. difficile toxin B glycohydrolase activity; P18177; TcdB glycohydrolase enzymatic assay, plate reader; inhibition, % at 9.99 µM; 350,000 compounds, 0.24% hits; AID 652162; in the data active = inhibition above about 10%
# PriA SSB inh: blocks PriA binding to SSB C-terminal tail; inhibition, % at 33 µM; AID 1272365; 430,000 compounds, 0.6% hits; AlphaScreen SSBct-PriA binding, biotinylated peptide; in the data active = inhibition mostly above about 37%, no sharp cut-off; inactive = mostly below about 20%;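 note: plate controls were negative control peptide for no effect and reference peptide for full effect; strong numbers were not always called active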
# Anthrax LF inh2: blocks Bacillus anthracis lethal factor protease | multiplex microsphere protease cleavage assay, LF | inhibition, % at 10 µM | 360,000 compounds, 0.12% hits | AID 588501; note: plate controls were buffer without enzyme for full effect and enzyme alone for no effect
# * marks the source's active call; other numbers are inactive results; i = inactive; ? = inconclusive; / = not tested or not shown; & = joins results of further samples. Cut-off read from the data, not from the text of the source, unless noted: active = inhibition above about 30%; inconclusive = no clear call, values can overlap the other calls; inactive = below that. Not all compounds are listed; count on the stated rates, not on these rows.
compound	CCHF vOTU inh	DUSP3 inh	BoNT A protease	3CLpro inhibitor	Vc quorum ag	PfHsp40 rescue	Y pestis TopoI	TcdB GH inh	PriA SSB inh	Anthrax LF inh2
CCOC(=O)C1=NN(c2ccccc2)C(=O)/C1=C\c1ccc(N(C)C)cc1	22	10	5.5	0	-6.2	81*	-13	/	-5	3
c1ccc(Cn2nnnc2CN2CCN(Cc3ccc4c(c3)OCO4)CC2)cc1	11	48	-0.1	4	-3.2	-1.1	9	/	-9	-1
COc1ccccc1CNC(=O)c1ccc(N(C)S(=O)(=O)c2ccc(C)cc2)cc1	14	0	1.4	8	-0.2	0.9	5	0.0	3	-2
CCc1cccc(CC)c1NC(=O)COC(=O)Cc1ccsc1	5	39	0.8	5	-0.3	-0.4	5	0.1	-18	0
C=CCn1c(Cc2ccc(OC)cc2)nnc1SCC(=O)c1cccc([N+](=O)[O-])c1	-5	24	-0.2	1	-5.0	0.8	26	/	-5	5
CCOc1ccc(CCN2C(=O)C(=O)N([C@@H](Cc3ccc(O)cc3)CN3CCC[C@H]3CN3C(=O)C(=O)NC[C@@H]3Cc3ccc(O)cc3)C[C@@H]2Cc2ccccc2)cc1	9	/	-0.4	/	/	/	/	0.5	/	4
Cc1nn(Cc2c(Cl)cccc2Cl)c(Cl)c1C(=O)O	4	14	0.0	0	i	0.4	3	1.3	-3	-3
Nn1c(COc2ccccc2)nnc1SCC(=O)O	-2	-20	0.2	2	i	-0.9	-5	/	-15	-1
O=C1NC[C@H](Cc2ccc(O)cc2)N(CCc2cccc(F)c2)C1=O	3	/	-2.0	/	/	/	/	0.4	/	10
COc1ccc(C(=O)N2CCN(S(=O)(=O)c3ccc(F)cc3)CC2)cc1OC	-10	32	-0.5	2	-0.5	-1.4	-6	/	2	-1
CN(CC(=O)Nc1ccc(F)cc1)CC(=O)N1CCc2ccccc21	-2	/	1.1	/	i	-0.7	13	-1.5	-9	-4
CCCn1c2ccccc2c2nnc(SCC(=O)OCC)nc21	10	-20	0.2	-2	-0.4	-0.3	-4	/	-7	0
CCn1c(-c2ccccc2)c(C(=O)O)c2ccccc21	10	21	-0.4	4	-0.5	-1.5	2	/	1	2
CSc1ccc(-c2nnn(Cc3ccccn3)n2)cc1	7	14	-0.1	1	i	-1.5	1	/	-1	-5
CCc1nc2ccccc2n(CCOCCn2c(=O)c(CC)nc3ccccc32)c1=O	-7	-2	4.3	/	i	-0.2	-7	3.3	-11	-1
CCCn1cnnc1CNC(=O)[C@H]1O[C@@H](n2ccc(N)nc2=O)[C@H](O)[C@@H]1O	1	/	0.3	/	/	/	/	0.9	/	-2
NCCCC(N)(C(=O)O)C(F)F (stereo not given)	-1	-15	-1.0	2	2.1	0.5	6	1.6	-6	3
COC(=O)c1ccc(N2CCN(c3ccccc3)CC2)c(NC(=O)C2CC2)c1	2	13	-1.8	3	-0.3	-1.6	0	/	-2	-15
CCn1cc(C(=O)NCCCN2CCC(C)CC2)c(=O)c2cc(S(=O)(=O)N3CCOCC3)ccc21	-3	34	0.8	3	-0.4	-0.3	13	-0.1	-11	1
CCOC(=O)CCCc1c[nH]c2ccccc12	-4	25	5.1	0	i	0.3	-4	/	0	-1
Cc1ccc(NC(=O)c2cnc(SCC(=O)c3ccccc3)n(C)c2=O)cc1	/	/	3.4	/	-1.1	-0.1	4	/	-12&-5	6
CCCCOc1ccc(N2C(=O)C(C)CNC2=S)cc1 (stereo not given)	3	/	-0.2	/	i	-1.4	8	1.6	-16	-6
COc1cccc(SCC(=O)N2CCN(c3ccccc3)CC2)c1	6	24	?	-3	-0.6	0.0	8	0.1	-9	-6
Cc1ccccc1-n1c(SCC(=O)N2CCN(c3ccccc3)CC2)nnc1-c1ccncc1	-2	6	-0.8	0	-6.2	-1.1	15	/	-11	1
CC1(C)O[C@@H]2[C@H](O1)[C@@H](COS(=O)(=O)O)O[C@H]2n1ccc(=O)[nH]c1=O	-5	/	0.3	/	-3.6	-1.9	2	0.5	7	3
Cc1cccc(C)c1-n1c(C)cc(/C=N\NC(=O)CC(=O)NC2CCCCC2)c1C	31*	-7	-0.8	-1	-0.2	2.9	-3	/	/	0
O=C(Cn1nc(Cc2cccnc2)c2ccccc2c1=O)N1CCN(C(=O)c2ccco2)CC1	4	44	-0.7	0	-0.2	-1.2	-1	1.2	-9	-5
O=C(CSCC(=O)N1CCOCC1)Nc1nc(-c2ccc3c(c2)OCO3)cs1	-6	9	0.7	-3	-0.1	0.4	-8	1.3	2	7
CN(C(=O)c1cccc(NC(=O)Cc2ccc(NC(=O)C3CCCN(C(=O)CCc4ccccc4)C3)cc2)c1)C1CCCC1 (stereo not given)	9	/	0.1	/	-1.4	0.2	0	0.7	2	-1
CCN(CC)CCN(C(=O)c1ccc(C(=O)c2ccccc2)cc1)c1nc2cc3c(cc2s1)OCO3	1	6	-1.5	3	i	-0.8	36	3.6	41*	-8

# Retrieved by structure from the entries so far, 3 records:
compound	CCHF vOTU inh	DUSP3 inh	BoNT A protease	3CLpro inhibitor	Vc quorum ag	PfHsp40 rescue	Y pestis TopoI	TcdB GH inh	PriA SSB inh	Anthrax LF inh2
Cc1ccc(NC(=O)c2cnc(SCC(=O)c3ccccc3)n(C)c2=O)cc1	/	/	3.4	/	-1.1	-0.1	4	/	-12&-5	6
NCCCC(N)(C(=O)O)C(F)F (stereo not given)	-1	-15	-1.0	2	2.1	0.5	6	1.6	-6	3
COc1ccccc1CNC(=O)c1ccc(N(C)S(=O)(=O)c2ccc(C)cc2)cc1	14	0	1.4	8	-0.2	0.9	5	0.0	3	-2

# Additional compounds follow:
compound	CCHF vOTU inh	DUSP3 inh	BoNT A protease	3CLpro inhibitor	Vc quorum ag	PfHsp40 rescue	Y pestis TopoI	TcdB GH inh	PriA SSB inh	Anthrax LF inh2
COc1ccc(CN2CCN(CC=C(C)C)C(CCO)C2)cc1Cn1cncn1 (stereo not given)	2	25	-0.5	1	-0.2	-2.1	-1	1.4	-6	-2
Cc1ccc(S(=O)(=O)N(C)/N=C/C=C/c2ccccc2)cc1	-2	-17	0.2	0	i	-0.6	-4	/	/	-1
CCN(CC(=O)NCc1ccc(F)cc1)C(=O)COc1ccccc1[N+](=O)[O-]	3	/	-0.2	/	0.0	-0.1	4	0.5	-11	-5
CCOC(=O)c1[nH]c2ccccc2c1NC(=S)Nc1ccccc1	-3	4	-0.5	-2	-0.2	-0.3	2	-1.8	-6	-5
Cn1cccc1CC(=O)N/N=C/c1cccc2ccccc12	12	14	-0.2	-1	i	0.2	8	/	/	-9
CCCCNC(=O)c1ccc(CS(=O)(=O)c2ccc(C)cc2)o1	-16	6	0.2	3	i	0.2	-1	0.8	-2	-12
CCOC(=O)C1CCN(C(=O)c2cc3cc(C)ccc3[nH]2)CC1	-3	21	-3.6	-1	-0.4	-0.4	26	0.4	2	-5
CCc1nc2c(OCc3ccc(C#N)cc3)cccn2c1N(C)C(=O)c1ccco1	5	/	0.1	/	i	/	-7	0.9	/	-4
O=C(c1ccccc1-c1ccccc1)N1CCCC1	2	12	0.7	1	-2.0	-1.6	9	/	0	-1
CC1CN(S(=O)(=O)c2cccc(C(=O)N=c3sccn3C)c2)CC(C)O1 (stereo not given)	13	/	4.8	/	-1.4	-1.1	-1	2.1	-3	-2
CC1CC(C)CN(C(=S)Nc2ccc(OC(F)F)cc2)C1 (stereo not given)	5	-8	1.0	2	-0.2	-0.4	7	2.3	-2	7
C=CCN(Cc1nc(-c2ccccc2)no1)C(=O)c1ccc2c(c1)OCO2	4	10	2.3	-7	i	0.6	15	-0.9	-26	25
O=C(/C=C/Nc1ccc(Oc2ccccc2Cl)cc1)c1ccco1	1	1	-0.4	-1	-0.5	-0.4	8	-1.1	1	-7
CCOC(=O)c1ccc(NC(=O)NCc2ccncc2)cc1	1	23	0.3	1	-1.9	1.1	-1	/	-2	0
O=C(C[C@@H]1C/C=C\C[C@H](NC(=O)OCC2c3ccccc3-c3ccccc32)C(=O)OC[C@@H]2CCCN2C1=O)N[C@H](CO)Cc1ccccc1	-12	/	-0.7	/	-0.5	2.2	14	2.2	/	-11

# Limited to DUSP3 inh, Anthrax LF inh2 and PfHsp40 rescue (four entries from above):
SMILES | DUSP3 inh | Anthrax LF inh2 | PfHsp40 rescue
CC1CN(S(=O)(=O)c2cccc(C(=O)N=c3sccn3C)c2)CC(C)O1 (stereo not given) | / | -2 | -1.1
CC1CC(C)CN(C(=S)Nc2ccc(OC(F)F)cc2)C1 (stereo not given) | -8 | 7 | -0.4
C=CCN(Cc1nc(-c2ccccc2)no1)C(=O)c1ccc2c(c1)OCO2 | 10 | 25 | 0.6
O=C(/C=C/Nc1ccc(Oc2ccccc2Cl)cc1)c1ccco1 | 1 | -7 | -0.4

# The list continues.
compound	CCHF vOTU inh	DUSP3 inh	BoNT A protease	3CLpro inhibitor	Vc quorum ag	PfHsp40 rescue	Y pestis TopoI	TcdB GH inh	PriA SSB inh	Anthrax LF inh2
COc1ccc(OC)c(S(=O)(=O)N(C)CC(=O)Nc2cc(Cl)ccc2OC)c1	11	8	-0.1	-6	i	-1.2	15	/	-12	-2
C=CCNC(=O)c1oc2ccc(S(=O)(=O)N3CCC4(CC3)OCCO4)cc2c1C	-1	2	1.6	-5	i	-0.8	-3	-0.1	-1	0
CSc1ccc(C(=O)NCC(c2ccco2)N(C)C)cc1[N+](=O)[O-] (stereo not given)	4	6	0.0	11	-0.3	0.4	-3	-0.2	14	-1
COc1cc(/C=N/NC(=O)c2cccnc2)ccc1OC(=O)c1cc(OC)c(OC)c(OC)c1	3	29	0.4	0	-0.5	-0.2	22	0.8	/	-3
Cc1cc(NC(=O)CSc2nc(-c3ccc(Br)cc3)nc3c2c(=O)n(C)c(=O)n3C)no1	/	0	-0.1	2	-0.1	-0.5	7	/	-13&-11	2
COC(=O)C(C)N(c1ccc(OC)cc1)S(C)(=O)=O (stereo not given)	-3	6	-1.1	-2	0.9	-0.8	12	1.8	-15	-4
Cc1ccc2c(c1)cc(CN(Cc1ccc3c(c1)OCO3)C(=O)c1ccccc1)c1nnnn12	-8	3	0.4	2	i	-0.7	-3	/	-33	4
Cn1c(N2CCC(C(N)=O)CC2)nc2c1c(=O)n(Cc1cccc(Br)c1)c(=O)n2C	-26	29	0.0	5	-0.3	-0.7	3	/	-10	-6
CC1CCN(S(=O)(=O)c2csc(C(=O)Nc3ccccc3)c2)CC1	21	20	-0.6	-2	-2.0	0.4	-8	/	-30	-2
CCCSC1=N/C(=C\c2ccc([N+](=O)[O-])o2)C(=O)S1	13	23	3.5	1	i	0.7	-12	-0.4	-4	-7
Cc1ccc(NC(=O)CSc2ccc(-c3ccc4c(c3)OCO4)nn2)cc1F	0	7	-0.1	5	-0.6	-2.3	-6	/	-3	-2
CCn1ncc(Cl)c1C(=O)Nc1cc(Cl)ccc1Cl	5	18	-0.1	-3	1.2	1.7	-3	/	-18	2
CC(C)(C)c1cc(C(=O)NC2CC2)n(Cc2ccc(F)cc2)n1	-6	16	/	-1	-0.7	-0.3	1	1.0	-17	/
Cc1nc2ncnn2c(N2CCN(S(=O)(=O)c3ccc(Br)cc3)CC2)c1C	10	17	-0.2	-1	i	-1.0	-1	-0.4	-9	1
CC(C)Cc1nc2oc3c(Cl)ncnc3c2c2c1CCCC2	-12	8	1.2	2	-0.5	-1.5	0	0.1	-7	-8
OC1(c2cccs2)CN(c2ccc(Cl)cc2)C2=[N+]1CCCC2 (stereo not given)	-5	4	-0.7	7	-1.6	0.5	2	-0.3	-1	-1
